Bioassay records from PubChem BioAssay.
pAkt inh = Akt phosphorylation inhibition; activity change, % for hits at 50 µM; actives 0.32% (n = 360,000); Neuro2A IGF-stimulated pAkt S473 HTRF, 20 min; stronger effect = lower value; AID 651550; in the data active means activity change below about -80%; inconclusive means mostly about -51% to -80%; further: on the % scale 0 is the no-effect control and ±100 the full control effect
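Neuro2A cells in DMEM with 0.5% FBS, overnight at 37 deg C, given compound at single 50 µM final, then IGF (6 nM final) for 20 min at 37 deg C. Lysed; phospho-Akt Ser473 by HTRF after 24 h, 665/615 ratio.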
Abeta rescue = restores growth of yeast expressing A-beta42 peptide | yeast expressing A-beta42, growth rescue, OD600, 48 h; response scale: 0% DMSO, 100% iron-clioquinol control | Potency, µM (top dose mostly 46.1 µM), without a hit: top-dose growth rescue, hits mostly activators | actives 0.063% (n = 410,000) | AID 1347071; further: potency means the concentration at half of the fitted maximal effect; nearly all actives have a fitted effect of over 55% in size
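Yeast A-beta toxicity model in growth medium with pinned compounds, 48 h at 30 C; growth read as absorbance at 600 nm. Normalized to FeCl3/clioquinol equimolar mix (positive) and DMSO (negative).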
TDP43 rescue = TDP-43 toxicity inhibition in yeast; TDP-43 expressing yeast growth rescue, BacTiter-Glo, 24 h; Potency, µM (doses to about 46.1 µM), inactives show top-dose growth rescue (activation), most hits filed as activators; actives 1.8% (n = 410,000); AID 652104; further: potency means the concentration at half of the fitted maximal effect; % of control where 0% means no effect; nearly all actives have a fitted effect of over 50% in size
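Yeast cells expressing TDP-43 under galactose induction are exposed to compounds for 24 hr at 30 deg C. BacTiter-Glo luminescence measures growth, so protective compounds score as activators.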
aSyn yeast inh = alpha-synuclein toxicity inhibition in yeast | Yeast expressing alpha-synuclein, growth rescue, BacTiter-Glo, 24 h | Potency, µM (series often up to 46.1 µM), for the others: at the top dose growth rescue (activation), actives largely listed as activators | actives 0.14% (n = 370,000) | AID 652106; further: potency means the concentration at half of the fitted maximal effect; % of control where 0% means no effect; nearly all actives have a fitted effect of over 65% in size
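Rescue of yeast growth: cells expressing toxic alpha-synuclein, induced in galactose at OD600 0.02, incubated with compound 24 h at 30 C. ATP luminescence quantified growth; inhibitors of toxicity appear as activators.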
D3 antag = D3 dopamine receptor (human) antagonism; actives 2.5% (n = 360,000); D3R cells, DiscoveRx beta-arrestin luminescence, antagonist mode; stronger effect = lower value; P35462; max response, negative = inhibition, %; in the data active means max response below about -50%; inconclusive means no clear call, values can overlap the other calls; further: on the % scale 0 is the no-effect control and ±100 the full control effect; mostly tested at two doses, the higher about 12 µM
Target sequence (P35462 whole entry, looked up): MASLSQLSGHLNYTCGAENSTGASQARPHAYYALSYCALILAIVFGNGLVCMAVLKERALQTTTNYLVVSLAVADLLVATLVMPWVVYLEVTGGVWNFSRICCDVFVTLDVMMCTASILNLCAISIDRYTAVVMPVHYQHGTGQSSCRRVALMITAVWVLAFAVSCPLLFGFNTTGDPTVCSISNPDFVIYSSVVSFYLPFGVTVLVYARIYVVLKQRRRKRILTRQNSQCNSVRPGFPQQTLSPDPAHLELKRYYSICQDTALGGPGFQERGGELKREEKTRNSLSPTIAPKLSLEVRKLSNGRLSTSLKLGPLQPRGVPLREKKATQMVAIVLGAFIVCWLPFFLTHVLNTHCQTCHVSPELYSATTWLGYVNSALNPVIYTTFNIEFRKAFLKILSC
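Cells plated overnight at 1500 cells/well, then exposed to library compounds with dopamine controls for 90 minutes at 37 degrees C. DiscoveRx reagent added for 30–60 minutes at room temperature; luminescence read, quantitative HTS format.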
PTHR1 ag = activates the human parathyroid hormone receptor PTHR1 | HEK293 GP2 PTHR1 cells, GloSensor cAMP luminescence, 1 h | Potency, µM (series often up to 115 µM), without a hit: top-dose activation, most hits filed as activators | actives 0.075% (n = 410,000); further: potency means the concentration at half of the fitted maximal effect; nearly all actives have a fitted effect of over 55% in size; some results filed as inactive show a strong effect at the top dose; inactives centre near -15; many of its hits are not listed in these tables
Target sequence (Q03431 whole entry, looked up): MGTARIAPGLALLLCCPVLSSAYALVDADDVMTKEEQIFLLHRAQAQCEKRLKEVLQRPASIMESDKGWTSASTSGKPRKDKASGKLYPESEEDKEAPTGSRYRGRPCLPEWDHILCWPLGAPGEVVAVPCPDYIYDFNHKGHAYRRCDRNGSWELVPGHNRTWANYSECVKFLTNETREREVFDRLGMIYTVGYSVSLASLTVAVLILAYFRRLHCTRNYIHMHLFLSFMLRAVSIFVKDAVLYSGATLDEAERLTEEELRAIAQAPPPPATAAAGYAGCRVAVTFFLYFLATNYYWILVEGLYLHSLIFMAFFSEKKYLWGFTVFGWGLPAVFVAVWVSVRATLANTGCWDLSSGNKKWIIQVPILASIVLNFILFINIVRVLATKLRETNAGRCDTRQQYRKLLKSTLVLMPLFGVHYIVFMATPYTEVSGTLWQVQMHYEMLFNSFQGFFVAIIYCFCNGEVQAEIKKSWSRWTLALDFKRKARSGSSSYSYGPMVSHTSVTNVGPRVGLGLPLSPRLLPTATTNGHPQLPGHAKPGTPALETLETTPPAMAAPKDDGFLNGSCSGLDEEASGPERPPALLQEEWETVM
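HEK-293-derived GP2 cells expressing PTHR1 and a GloSensor cAMP reporter, 3,000/well, plated overnight, given luciferin plus IBMX (each 0.5 mM as added) for 1 h at 37 °C, then compound for 1 h at 37 °C. Luminescence was read after 15 min at room temperature.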
GLP1R inv ag = GLP-1 receptor (human) inverse agonism; P43220; Potency, µM (series often up to 38.3 µM), for the others: top-dose activity change, negative = inhibition, hits mostly inhibitors; HEK293 GLP-1R CRE-luciferase, luminescence, 24 h; GLP-1R form is constitutively active; actives 1.6% (n = 410,000); further: potency means the concentration at half of the fitted maximal effect; on the % scale 0 is the no-effect control and ±100 the full control effect; nearly all actives have a fitted effect of over 55% in size
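Stable HEK293 clone (constitutively active GLP-1R + cAMP-response luciferase); 200 cells/uL plated, 12 h pre-culture, compound 24 hr, 37 deg C/5% CO2; detection reagent 12 min RT; luminescence.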
GLP1R ag = agonists of human GLP-1 receptor; HEK293 GLP-1R CRE-luciferase, luminescence, 4-6 h; cells express a hypersensitive GLP-1R form; Potency, µM (highest dose often 45.6 µM), without a hit: at the top dose activation, hits mostly activators; actives 0.007% (n = 380,000); AID 624172; further: potency means the concentration at half of the fitted maximal effect; % of control where 0% means no effect
FUS yeast rescue = suppressors of FUS proteinopathy in yeast | S. cerevisiae FUS-expressing, growth rescue, OD600, 24 h | actives 0.24% (n = 390,000) | Potency, µM (doses to about 76.6 µM), without a hit: at the top dose growth rescue (activation), usual class: activators;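 further: potency means the concentration at half of the fitted maximal effect; plate controls were DMSO vehicle for no effect and reference control for full effect; nearly all actives have a fitted effect of over 55% in size; some results filed as inactive show a strong effect at the top dose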
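Yeast FUS proteinopathy model; galactose-induced FUS (2%), starting OD 0.005. Cpds in dilution series, 24hr, 30C, 99% humidity. Abs 600 nm growth. Pos ctrl CP55940 (top 92uM final); neg ctrl DMSO.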
* = called active by the depositor; i = inactive; ? = inconclusive; . = no result given; & = joins results of further samples; [ ] = another dose, or the depositor's remark. Unless noted, the call rests on the fitted dose curve; in most records, active means well fitted curve in the direction sought with a large enough effect; inconclusive means small, poorly fitted or top-dose-only effect, or another doubt; inactive means no such curve, though single readings can be large; an effect the other way counts as inactive or inconclusive.

SMILES	pAkt inh	Abeta rescue	TDP43 rescue	aSyn yeast inh	D3 antag	PTHR1 ag	GLP1R inv ag	GLP1R ag	FUS yeast rescue
CCN(Cc1ccncc1)Cc1nc(-c2ccc(C(=O)OC)cc2)no1	i	-4%	-7%	?	0	-21%	-23%	19%	24%
C#CCNC(=O)C1=C[C@H](c2ccc(C(F)(F)F)cc2)C[C@H](OCc2ccc(CO)cc2)O1	i	-9%	0%	4%	-25	i	?	9%	27%
COc1ccc(CCNC(=O)c2cc(-c3cc(Cl)ccc3O)n[nH]2)cc1OC	i	4%	-6%	3%	16	-8%	?	16%	39%
O=C(Nc1ccc(N2CCOCC2)cc1)c1ccc2ncsc2c1	i	0%	5%	-1%	-11	-13%	-6%	1%	11%
COc1cc(-c2noc(C)c2/C=C/c2ccc(N)cc2)cc(OC)c1OC	i	-8%	-7%	1%	-6	-9%	?	?	?
CC1CCCC(NC(=O)CCNC(=O)c2ccccc2Cl)C1C (stereo unspecified)	i	10%	14%	1%	-4	i	-2%	-5%	-10%
Cc1ccc(NC(=O)Cn2cc(C(=O)c3ccco3)c3ccccc32)c(C)c1	.	-4%	19%	.	.	i	-15%	.	27%
COc1ccc(-c2noc(N3CCC(C(=O)NCCCN4CCC(C)CC4)CC3)n2)cc1	i	-7%	4%	1%	11	-25%	-8%	6%	-23%
COc1ccc(-c2cc(C(=O)N(C)Cc3ccccc3)c3ccccc3n2)cc1	i	-14%	14µM*	-18%	19	-2%	?	5%	44%
CCn1c(SCC(=O)N(C)c2c(N)n(Cc3ccccc3)c(=O)[nH]c2=O)nnc1-c1cccs1	i	-5%	18%	4%	0	-22%	6%	-1%	18%

Whole records, looked up by structure. Screens in order: pAkt inh	Abeta rescue	TDP43 rescue	aSyn yeast inh	D3 antag	PTHR1 ag	GLP1R inv ag	GLP1R ag	FUS yeast rescue
`COc1ccc(-c2cc(C(=O)N(C)Cc3ccccc3)c3ccccc3n2)cc1` across the screens: i	-14%	14µM*	-18%	19	-2%	?	5%	44%
`COc1ccc(-c2noc(N3CCC(C(=O)NCCCN4CCC(C)CC4)CC3)n2)cc1` across the screens: i	-7%	4%	1%	11	-25%	-8%	6%	-23%

(next part)
SMILES	pAkt inh	Abeta rescue	TDP43 rescue	aSyn yeast inh	D3 antag	PTHR1 ag	GLP1R inv ag	GLP1R ag	FUS yeast rescue
COc1ccc(OCCN2CCCC2)cc1Nc1nnc(Cl)c(Nc2ccccc2S(C)(=O)=O)n1	i	-6%	-3%	-3%	-24	7%	13%	12%	7%
O=C1NC(=O)C2(CCC(C(=O)O)C2)N1 (stereo unspecified)	i	8%	-8%	0%	-3	i	1%	-11%	-8%
O=C(N1CCCCC1)N1CCN(c2ccc(Cl)cc2)CC1	i	-23%	14%	3%	14	-10%[57.5 µM]	?	-6%	19%
CN(C)CCn1c(=S)[nH]c2ccccc2c1=O	i	1%	0%	0%	-5	-23%	28%	-5%	-8%
O=S(=O)(NCC1(N2CCOCC2)CCCCC1)c1ccc(F)c(F)c1F	i	3%	13%	3%	8	i	?	-7%	7%
CN(C)S(=O)(=O)c1ccc(C(=O)Nc2nnc(SCc3ccccc3)s2)cc1	i	0%	-14%	-5%	4	-4%	16%	3%	.
CCCOc1ccc(N2C(=O)CC(N3CCN(c4nc5ccccc5s4)CC3)C2=O)cc1 (stereo unspecified)	i	9%[9.22 µM]	-7%	-2%	3	-20%	-10%	5%	-27%
CCOc1ccccc1NC(=O)c1ccc2c(c1)C(=O)N(CC(C)C)C2=O	i	7%	-1%	-4%	14	19%	3%	2%	10%
COc1cccc(N/C=C/c2onc(C)c2[N+](=O)[O-])c1	i	0%	-1%	-1%	-1	-14%	10%	-7%	-9%
CCOC(=O)[C@]12CCCC=C1N(Cc1ccco1)C(=O)[C@H](CC(=O)NCc1ccccc1)C2	i	-1%	23%	1%	18	i	1%	-5%	10%
COc1ccccc1CN1CCC(n2nccc2NC(=O)CCCc2ccccc2)CC1	i	13%	9%	-7%	?	0%	?	15%	34%
O=[N+]([O-])c1cccc(CN2C[C@@]34C=C[C@@H](C[C@@H]3S2(=O)=O)O4)c1	i	-4%	14%	-8%	-17	i	0%	12%	-28%
O=C(Nc1ccc(-n2cc(Cl)cn2)cc1)c1ccncc1	i	-9%	13%	-1%	0	i	11%	1%	9%
Nc1nc(Nc2ccc(Cl)cc2)c(NC=O)c(=O)[nH]1	i	23%	-7%	-5%	6	-19%	11%	-6%	-13%
Cc1ccc(C(=O)NN2C(=O)C3C4C=CC([C@@H]3C2=O)C42CC2)cc1 (stereo partly specified)	i	-6%	10%	4%	2	i	0%	-7%	-12%
O=C(COC(=O)c1ccc([N+](=O)[O-])s1)Nc1ccc(F)cc1	i	-85%[inhibitor]	?	0%[1.84 µM]	-8	i	18%	4%	8%
CC(/C=N/NC(=O)c1nnn(-c2nonc2N)c1CN(C)C)=C\c1ccco1	i	2%	-9%	-3%	-17	0%	9%	-1%	?
COc1ccc(CCn2c(-n3nc(C)cc3C)nc3c2c(=O)[nH]c(=O)n3C)cc1	i	-5%	-24%	-16%	-24	?	?	-1%	40%
Cc1ccc(S(=O)(=O)N2CCN(C(=O)c3ccc4c(c3)OCO4)CC2)cc1	i	-13%	-25%	-5%	-10	i	2%	10%	-6%
O=C(c1ccc([N+](=O)[O-])o1)N1CCN(c2nc3c(F)cc(F)cc3s2)CC1	i	-68%[inhibitor]	-76%[inhibitor]	-9%	0	-34%[inhibitor]	26%	-12%	-1%

Single values from the results shown.
`O=[N+]([O-])c1cccc(CN2C[C@@]34C=C[C@@H](C[C@@H]3S2(=O)=O)O4)c1` @ GLP1R inv ag: 0%
`Cc1ccc(NC(=O)Cn2cc(C(=O)c3ccco3)c3ccccc32)c(C)c1` @ GLP1R inv ag: -15%
`CCn1c(SCC(=O)N(C)c2c(N)n(Cc3ccccc3)c(=O)[nH]c2=O)nnc1-c1cccs1` @ TDP43 rescue: 18%

Other structures follow:
SMILES	pAkt inh	Abeta rescue	TDP43 rescue	aSyn yeast inh	D3 antag	PTHR1 ag	GLP1R inv ag	GLP1R ag	FUS yeast rescue
Cc1ccc2c(c1)N(C(=O)CCC(=O)NCc1cccs1)CCO2	.	-14%	10%	.	.	-2%	-6%	.	-20%
CCN1CCN(C(C(=O)NC2CCCC2)c2cc3c(cc2[N+](=O)[O-])OCO3)CC1 (stereo unspecified)	i	-5%	-15%	0%	-3	i	-1%	8%	7%
COc1cc(CNc2ncn[nH]2)ccc1OCc1ccccc1C	i	-7%	.	0%	1	-12%	-21%	13%	-1%
CCOC(=O)C(NC(C)=O)(Nc1ccc(S(=O)(=O)Nc2cc(C)on2)cc1)C(F)(F)F (stereo unspecified)	i	-4%	-2%	-3%	10	i	8%	19%	-9%
Cc1cc(C)nc(NS(=O)(=O)c2ccc(NC(=S)NC(=O)c3cccnc3)cc2)n1	i	-13%	5%[9.22 µM]	-1%	?	6%	4%[7.66 µM]	0%	16%
O=C1CCC(C(=O)OCC(=O)Nc2ccc(SC(F)F)cc2)=NN1	i	1%	6%	-1%	-7	i	10%	-7%	-10%
CC(=O)Nc1ccc2nc(NC(=O)C(Cl)(Cl)Cl)sc2c1	i	-7%	-7%	11%	13	-2%	10%	-2%	-26%
CC(=O)N(C)C1(c2nnnn2CCOC(=O)Nc2cccc3ccccc23)CCCC1	.	6%	-4%	0%	5	-8%[57.5 µM]	1%	-13%	-5%
CC1/C(=N/O)CC(c2ccccc2)NC1c1ccccc1 (stereo unspecified)	.	-2%	-19%	-6%	-16	i	0%	-5%	38%
COc1ccc(-c2ccc(N)cn2)cn1	i	5%	?	-4%	29	i	17%	14%	-18%
Cc1onc(-c2ccccc2Cl)c1C(=O)c1ccccc1	i	?	?	18%	-9	i	?	5%	5%
CCOC(=O)c1cccc(NC(=O)CCS(=O)(=O)c2ccc(Br)s2)c1	i	?	17%&8%	3%	11	i	9%&-14%	0%	13%&0%
O=C(COC(=O)c1ccccc1C(=O)c1ccccc1)Nc1cccc([N+](=O)[O-])c1	i	19%	?	16%	-25	-80%[inhibitor]	?	11%	36%
CCOC(=O)c1c(-c2ccccc2Cl)cn2ccccc12	i	18%	24%	-2%	-29	i	0%	15%	4%
COc1ccc(CN2CCSCC2)c(OC)c1C	i	11%	8%	4%	-1	i	-10%	-9%	2%
Cc1cc2cc(CN(CCN(C)C)C(=S)NCc3ccco3)c(=O)[nH]c2cc1C	i	-6%	2%	0%	-27	-19%	?	16%	?
O=C(CCC(=O)N1CCN(c2cccc(Cl)c2)CC1)c1cccs1	i	?	20%	13%	14	-1%	?	1%	10%
Nc1ccc(-c2cnc(N)c(C(=O)c3cccnc3)n2)cn1	i	-14%	6%	0%	-5	i	?	-9%	4%
CCn1ccc2cc(S(=O)(=O)N3CCCN(C(=O)Nc4cccc(SC)c4)CC3)ccc21	.	0%	24%	0%	.	i	?	-1%	41%
CCc1c(C(=O)NC2CCCC2)csc1C	i	0%	-10%	0%	8	-6%	-5%	9%	20%
Fc1ccc(-c2cc(-c3cccs3)cc(-c3ccccc3)n2)cc1	i	3%	20%	7%	-13	-10%	17%	16%	0%
COc1ccc(OC)c(NC(=O)Cc2csc(NC(=O)Nc3ccccc3OC)n2)c1	i	7%	-16%	-2%	15	-64%[inhibitor]	?	-23%	21%
CC(C)(C)c1cc[n+](-c2[nH]c(=O)sc2/C=N/NC(=O)c2ccccc2[O-])cc1	i	-12%	0%	-4%	-6	i	0%	0%	46%
O=C(NC(Cc1c[nH]c2ccccc12)C(=O)O)c1cccc(S(=O)(=O)N2CCCCC2)c1 (stereo unspecified)	i	0%	3%	-3%	2	5%	-5%	-4%	1%
CCc1ccc(OCC(=O)NC(C)C)cc1	i	16%	10%	0%	2	i	-12%	-1%	0%
O=C(Nc1ccc(Oc2cccnc2)nc1)c1ccc(C(F)(F)F)cc1	i	15%	4%	-11%	9	-25%	?	9%	22%

Only part of the results is shown, so the mix of outcomes need not match the whole.
